Bioassay records from PubChem.
uPA surface inh: blocks generation of uPA at the cell surface. cell surface uPA generation assay, qHTS. actives 0.31% (n = 330,000). Potency, µM (top dose mostly 38.3 µM), for inactives: at the top dose activity change, negative = inhibition, usual class: inhibitors; active means well fitted inhibition curve with a large enough effect; inconclusive means small, poorly fitted or top-dose-only effect; inactive means no such curve, though single readings can be large or run the other way; tested in mouse RAW 264.7 cells; further: potency means the concentration at half of the fitted maximal effect; on the % scale 0 is the no-effect control and ±100 the full control effect; nearly all actives have a fitted effect of over 55% in size
USP2a block: USP2a (human) protease inhibition; actives 0.01% (n = 330,000); Potency, µM (series often up to 38.3 µM), without a hit: top-dose activity change, negative = inhibition, actives largely listed as inhibitors; USP2 core, Ub-CHOP2 coupled fluorogenic reporter, 485/531; AID 463254;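 further: potency means the concentration at half of the fitted maximal effect; plate controls were DMSO wells for no effect and full inhibition by NEM control for full effect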
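Deubiquitinase activity read as fluorescence (485/531 nm) after Ub-CHOP2 cleavage activates the enterokinase reporter on its substrate; USP2 core 10nM, Ub-CHOP2 and substrate 25nM each, 30min compound preincubation then 60min RT; data normalized to NEM, curves fitted.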
PTAP TSG101 blk: blocks PTAP/TSG101 interaction to inhibit HIV-1 budding. Fluorescence polarization, FITC-PTAP peptide / Tsg101 binding. Potency, µM (titrated, usually from 115 µM), inactives show at the top dose activity change, negative = inhibition, hits mostly inhibitors. 340,000 tested, under 10 active; active means well fitted inhibition curve with a large enough effect in the main read-out, with a control signal flat, not every such curve was filed as active; inconclusive means small, poorly fitted or top-dose-only effect, or effect the other way, or a change in a side signal; inactive means no such curve, though single readings can be large or run the other way; further: potency means the concentration at half of the fitted maximal effect; % of control where 0% means no effect
Target sequence (Q99816 whole entry, looked up): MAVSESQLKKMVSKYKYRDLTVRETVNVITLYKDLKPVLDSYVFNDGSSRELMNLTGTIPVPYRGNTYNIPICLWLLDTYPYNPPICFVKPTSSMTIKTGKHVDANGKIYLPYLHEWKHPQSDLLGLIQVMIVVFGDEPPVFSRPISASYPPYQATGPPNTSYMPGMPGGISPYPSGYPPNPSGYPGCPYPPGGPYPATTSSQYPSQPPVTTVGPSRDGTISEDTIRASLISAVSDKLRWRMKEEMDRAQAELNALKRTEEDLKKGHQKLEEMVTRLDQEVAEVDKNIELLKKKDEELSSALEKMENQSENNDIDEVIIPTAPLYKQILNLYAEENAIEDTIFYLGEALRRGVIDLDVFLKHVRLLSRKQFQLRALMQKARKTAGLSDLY
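Steps: Tsg101 binding domain dispensed (10 uM final), compounds pinned in DMSO, FITC-labeled PTAP-motif peptide added (50 nM final); after 20 min binding at room temperature, polarization measured.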
ASM inhibitor: inhibitors of human secretory acid sphingomyelinase | AID 504937 | P17405 | actives 0.006% (n = 340,000) | placental ASM, HMU-PC fluorogenic substrate, 60 min | Potency, µM (titrated, usually from 57.5 µM), for the others: at the top dose activity change, negative = inhibition, most hits filed as inhibitors; further: potency means the concentration at half of the fitted maximal effect
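Human placenta-derived ASM preincubated with compound 10 min at room temperature, then reacted with 9 uM (final) fluorogenic HMU-PC substrate for 60 min at 37 C. Stop solution raises pH to 10; fluorescence read at Ex 386/Em 447 nm.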
Eya2 inh: Eya2 (human) phosphatase inhibition | actives 0.006% (n = 330,000) | O00167 | Potency, µM (top dose mostly 76.9 µM), for inactives: at the highest dose activity, negative = inhibition, most hits filed as inhibitors | recombinant Eya2, OMFP fluorescence dephosphorylation (OMFP is methylfluorescein phosphate); further: potency means the concentration at half of the fitted maximal effect; on the % scale 0 is the no-effect control and ±100 the full control effect
Target sequence (O00167 whole entry, looked up): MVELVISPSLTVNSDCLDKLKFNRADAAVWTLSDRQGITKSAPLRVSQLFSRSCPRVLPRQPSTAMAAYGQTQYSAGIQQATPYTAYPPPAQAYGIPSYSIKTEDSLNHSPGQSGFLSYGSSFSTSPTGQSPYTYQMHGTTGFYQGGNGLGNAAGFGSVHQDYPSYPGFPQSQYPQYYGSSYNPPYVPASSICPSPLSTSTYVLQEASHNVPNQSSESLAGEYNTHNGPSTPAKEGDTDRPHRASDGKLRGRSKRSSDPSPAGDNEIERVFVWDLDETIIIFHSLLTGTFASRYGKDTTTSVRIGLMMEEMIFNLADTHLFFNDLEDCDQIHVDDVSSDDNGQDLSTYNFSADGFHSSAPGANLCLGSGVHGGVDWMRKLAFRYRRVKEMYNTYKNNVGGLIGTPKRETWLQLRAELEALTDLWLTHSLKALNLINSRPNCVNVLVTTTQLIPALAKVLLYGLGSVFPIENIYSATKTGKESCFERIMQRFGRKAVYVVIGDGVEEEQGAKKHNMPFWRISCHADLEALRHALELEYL
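Eya2 protein (added as 0.2 uM solution) was preincubated with compound for 10 min at ambient temperature in 50 mM HEPES pH 7.5, 50 mM NaCl, 5 uM MgCl2, 0.05% BSA, 1 mM DTT. OMFP (added at 50 uM) then reacted 10 min; fluorescence read at 485/525 nm.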
a7 integrin act: activators of alpha7 integrin expression for muscular dystrophy | Potency, µM (doses to about 38.3 µM), for the others: at the highest dose activation, hits mostly activators | AID 624291 | actives 0.064% (n = 350,000) | alpha7betagal myoblasts, beta-gal FDG fluorescence, 48 h;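 further: potency means the concentration at half of the fitted maximal effect; 100% = response of the positive control SU9516; nearly all actives have a fitted effect of over 60% in size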
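Alpha7betagal+/- myoblasts (passage 13) were plated 16-24 hr, then exposed to compounds (1:260 dilution of DMSO stock) for 48 hours at 37C. After MPER lysis, β-galactosidase reporter activity was read as FDG fluorescence (ex 480/em 540) after 30 minutes.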
TRPV1 ag: agonists of human vanilloid receptor 1 (TRPV1); Q8NER1; TRPV1-expressing cells, Fluo-8 calcium influx, agonist mode; activation, % at 8.33 µM; actives 0.19% (n = 320,000); AID 540275; in the data active means activation above about 80%; inconclusive means between about 30% and that limit; further: 0% is about no effect
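Fluo-8 calcium influx in TRPV1-expressing cells, kinetic read (ex 480/em 520 nm). Compound added and read 3 min for agonist activity, followed by capsaicin at EC20 final and 2 min further read for enhancement.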
ELG1 genotox: inducers of genotoxicity in HEK293T ELG1-luciferase cells | actives 1.3% (n = 330,000) | HEK293T ELG1-luciferase reporter, luminescence, 16 h | Potency, µM (top dose mostly 46 µM), inactives show at the highest dose activity change, positive = activation, usual class: activators; further: potency means the concentration at half of the fitted maximal effect; % of control where 0% means no effect; nearly all actives have a fitted effect of over 60% in size
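Reporter readout depends on ELG1 protein level, which increases with genetic stress. After 16 hr compound exposure at 37 °C, luciferase activity was quantified using ONE-Glo.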
BRCA1 expr act: increases BRCA1 expression; AID 624202; MCF7-BRCA1-FFLuc reporter, luminescence, 48 h; response scale: scaled: vehicle 0%, 10 µM genistein 100%; actives 1.1% (n = 380,000); Potency, µM (series often up to 46.1 µM), inactives show at the highest dose activation, actives largely listed as activators; further: potency means the concentration at half of the fitted maximal effect; nearly all actives have a fitted effect of over 80% in size; some results filed as inactive show a strong effect at the top dose
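Reporter cells (MCF7, BRCA1 promoter-firefly luciferase) received library compounds across a concentration series for 48 h. End-point luminescence was measured and concentration-effect curves derived after normalization.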
p53 reactivator: mutant p53 re-activation in reporter cells; H1299 p53-A138V BP100-luciferase reporter, luminescence, 24 h; Potency, µM (series often up to 92.2 µM), for inactives: top-dose activity change, positive = activation, most hits filed as activators; actives 0.063% (n = 320,000); further: potency means the concentration at half of the fitted maximal effect; % of control where 0% means no effect; nearly all actives have a fitted effect of over 45% in size
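p53-null H1299 cells stably carrying temperature-sensitive p53-A138V and a BP100-luciferase reporter were pinned with compounds (4-point, 1:5 series) and held 24 hrs at 37 deg C. Luminescence was read 10 min after detection reagent.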
B2AR arrestin: recruits beta-arrestin to the human beta2-adrenergic receptor | P07550 | beta-arrestin recruitment to beta2AR, cell-based reporter | Potency, µM (titrated, usually from 46.1 µM), for the others: at the highest dose activation, usual class: activators | actives 0.02% (n = 330,000) | AID 492947;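 further: potency means the concentration at half of the fitted maximal effect; 0% = DMSO controls and full agonism = EC100 isoproterenol or metaproterenol; nearly all actives have a fitted effect of over 65% in size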
* marks the source's active call; other numbers are inactive results; ? = inconclusive; nt = not tested or not shown; [ ] = another dose, or the depositor's remark. Unless noted, the call rests on the fitted dose curve; in most records, active means well fitted curve in the direction sought with a large enough effect; inconclusive means small, poorly fitted or top-dose-only effect, or another doubt; inactive means no such curve, though single readings can be large; an effect the other way counts as inactive or inconclusive.

item	mol	uPA surface inh	USP2a block	PTAP TSG101 blk	ASM inhibitor	Eya2 inh	a7 integrin act	TRPV1 ag	ELG1 genotox	BRCA1 expr act	p53 reactivator	B2AR arrestin
1	CC1CN(c2ccc([N+](=O)[O-])cc2C#N)CC(C)O1 (configuration not stated)	-1.8%	-1.2%	-1.3%	-2.9%	8.4%	-15.6%	3.2	0.3%	-11.1%	-0.5%	0.0%
2	O=C(NCC1CCCO1)C(=Cc1cccc([N+](=O)[O-])c1)C(=O)NCC1CCCO1 (configuration not stated)	-15.0%	2.5%	0.6%	4.2%	5.6%	-67.1%[inhibitor]	-4.2	-6.5%	-79.4%[inhibitor]	-18.7%	0.5%
3	CCOc1ccc(C=O)cc1CN1CCCCC1	-4.6%	-0.4%	-1.4%	-1.3%	-12.9%	-2.4%	0.0	2.4%	-15.0%	1.1%	-0.1%
4	COc1ccc(N2CCN(C(=O)c3oc4c(c3C)C(=O)CCC4)CC2)cc1	-0.7%	1.0%	-4.1%	-4.5%	16.1%	2.1%	2.4	-7.0%	-2.9%	-3.4%	-0.2%
5	Cc1ccc(CSCC(N)C(=O)O)cc1 (configuration not stated)	nt	-0.2%	nt	nt	-5.7%	nt	4.9	2.8%	nt	-7.9%	0.3%
6	COc1ccc(OC)c(NS(=O)(=O)c2ccc(NC(C)=O)cc2)c1	-6.9%	0.7%	-4.4%	-0.6%	17.9%	1.1%	-4.8	0.7%	-70.4%	-0.9%	-1.8%
7	CCC1Oc2ccccc2N(CC(=O)Nc2ccc3c(c2)OCCO3)C1=O (configuration not stated)	nt	0.2%	-6.8%	2.6%	1.0%	1.2%	0.6	-2.9%	83.5%	?	-0.3%
8	O=C(Nc1ccccc1O)c1cccc(NC(=O)c2ccco2)c1	-18.4%	2.7%	-13.6%	-0.4%	-1.1%	4.5%	1.4	-6.1%	-31.6%	7.6%	0.6%
9	COc1ccc2sc(NCc3ccccc3)nc2c1	-15.6%	-0.2%	-2.5%	1.5%	2.2%	21.2%	5.5	?	2.82µM*	?	0.6%
10	O=C(NC1CC2CCCC(C1)N2C(=O)Nc1ccc(Cl)c(C(F)(F)F)c1)C1CC1 (configuration not stated)	-8.5%	2.2%	-4.7%	-6.8%	1.0%	-26.1%	15.3	-1.5%	-26.4%	-3.4%	0.4%
11	CC(C)OC(=O)c1cc(C(=O)c2cc(Br)ccc2O)coc1=N	1.1%	7.8%	-0.8%	100.1%[activator]	22.3%	14.3%	8.0	-1.8%	-14.1%	2.6%	0.1%
12	Cc1cc(C(=O)Nc2sccc2C(N)=O)c(C)o1	-3.3%	2.0%	4.8%	5.3%	2.7%	14.5%	nt	10.9%	37.2%	?	-0.5%
13	COc1ccccc1NC(=O)C(C)NS(=O)(=O)c1ccc(Cl)cc1 (configuration not stated)	-1.4%	1.3%	-5.7%	0.4%	-18.8%	17.8%	3.3	-1.1%	14.7%	-10.1%	-0.2%
14	O=C(CSC1=Nc2ccccc2C2=NC(Cc3c[nH]c4ccccc34)C(=O)N12)NC1CCCCC1 (configuration not stated)	0.5%	-1.4%	3.4%	-2.4%	-1.3%	-1.2%[7.66 µM]	-4.5	-5.6%	-32.2%	-2.8%	0.0%
15	O=c1c2ccccc2nc(SCc2cc([N+](=O)[O-])cc3c2OCOC3)n1-c1ccccc1	-3.5%	-2.2%	0.4%	-1.1%	-14.5%	19.6%	-2.0	6.3%	-0.7%	3.0%	-1.9%
16	CC(=O)Nc1ccc(NC(=S)NC(=O)c2ccc([N+](=O)[O-])c(C)c2)cc1	1.8%	0.6%	-0.8%	-1.7%	0.1%	-8.7%	-4.8	2.3%	-10.7%	23.4%	-0.3%
17	O=C(NN1C(=O)C2C(C1=O)C1C=CC2C12CC2)c1ccccc1Cl (configuration not stated)	-0.7%	7.1%	-1.8%	2.8%	-5.3%	-20.9%	2.2	-2.6%	5.0%	-5.3%	0.1%
18	Cc1ccc(N/C(N)=N/c2nc(CSc3ccccn3)cc(=O)[nH]2)c(C)c1	2.8%	3.3%	3.2%	-2.0%	-1.7%	-13.8%	-0.2	-3.2%	-15.3%	0.6%	-0.3%
19	O=C(CSCc1ccccc1)N1CCN(S(=O)(=O)c2cccc(F)c2)CC1	5.4%	-0.9%	-1.2%	2.4%	-2.8%	13.0%	-1.2	-0.4%	-8.8%	2.8%	-0.4%
20	COc1ccc(C(C)NC(=O)C23CC4CC(CC(C4)C2)C3)cc1 (configuration not stated)	6.2%	0.2%	-2.3%	-1.2%	-4.7%	-6.9%	8.9	-4.2%	-11.9%	3.8%	-0.3%

Retrieved by compound from the entries so far:
item	mol	uPA surface inh	USP2a block	PTAP TSG101 blk	ASM inhibitor	Eya2 inh	a7 integrin act	TRPV1 ag	ELG1 genotox	BRCA1 expr act	p53 reactivator	B2AR arrestin
3	CCOc1ccc(C=O)cc1CN1CCCCC1	-4.6%	-0.4%	-1.4%	-1.3%	-12.9%	-2.4%	0.0	2.4%	-15.0%	1.1%	-0.1%
15	O=c1c2ccccc2nc(SCc2cc([N+](=O)[O-])cc3c2OCOC3)n1-c1ccccc1	-3.5%	-2.2%	0.4%	-1.1%	-14.5%	19.6%	-2.0	6.3%	-0.7%	3.0%	-1.9%

(listing goes on)
item	mol	uPA surface inh	USP2a block	PTAP TSG101 blk	ASM inhibitor	Eya2 inh	a7 integrin act	TRPV1 ag	ELG1 genotox	BRCA1 expr act	p53 reactivator	B2AR arrestin
21	CCc1ccc(OCC(=O)Nc2ccc3oc(=O)ccc3c2)cc1	-6.8%	0.3%	0.7%	-0.4%	9.4%	-10.8%	?	3.4%	-12.9%	1.2%	-0.1%
22	Cc1ccc(-c2nc(CSCC(=O)N3CCN(c4ccccn4)CC3)c(C)o2)cc1	?	-6.6%	1.4%	3.5%	-2.3%	0.0%	?	-8.3%	-34.5%	1.1%	0.0%
23	COc1cc(C(=O)N2CCN(c3ccccc3F)CC2)ccc1OCC(=O)N1CCOCC1	8.0%	2.0%	-2.5%	6.3%	-14.6%	14.4%	-0.2	-0.3%	3.6%	-1.0%	0.5%
24	COc1ccc(C(=O)NCCN2C(=O)S/C(=C\c3cccnc3)C2=O)cc1[N+](=O)[O-]	-8.8%	4.9%	-2.1%	1.6%	10.6%	-34.2%	1.5	5.8%	-14.9%	?	0.5%
25	O=C(CN1CCOCC1)Nc1ccccc1	9.7%	3.9%	0.4%	-0.9%	1.1%	22.0%	-3.4	1.0%	16.5%	0.4%	-0.5%
26	O=C(O)C1CCCCC1C(=O)Nc1cccc(C(=O)N2CCCCC2)c1 (configuration not stated)	-2.0%	1.2%	0.3%	0.0%	18.6%	4.4%	0.1	0.0%	12.7%	7.5%	-0.1%
27	COc1cccc(C(=O)Nc2c(C)nn(-c3ccccc3)c2C)c1	-4.5%	-0.4%	-1.9%	-3.3%	7.2%	10.4%	0.5	-0.4%	-4.0%	-5.6%	-0.1%
28	COc1ccc(C(OCC(O)CNCCc2ccccc2)c2ccc(OC)cc2)cc1 (configuration not stated)	-3.7%	-7.0%	0.6%	-0.1%	-1.2%	-27.8%	10.3	?	-81.3%	-5.3%	0.3%
29	Cc1ccnc(NC(=O)COC(=O)C2COc3ccccc3O2)n1 (configuration not stated)	4.7%	2.4%	-1.8%	6.9%	15.7%	-4.1%	0.8	-4.1%	-0.4%	-4.6%	-0.1%
30	CCOc1cc2[nH]c(=S)n(CCCN3CCN(C)CC3)c(=O)c2cc1OCC	2.8%	nt	-0.7%	0.9%	nt	-22.1%	nt	nt	8.3%	nt	nt
31	C=C1N(c2ccccc2)C(=O)OC1(C)C	0.8%	-0.1%	-2.8%	5.1%	3.7%	-2.6%	3.1	-1.1%	-18.0%	2.1%	-0.2%
32	COc1ccccc1CNC(=O)CCS(=O)(=O)c1ccc2c(c1)CCCN2C(C)=O	1.0%	-1.1%	-2.2%	2.3%	-0.3%	-5.6%	1.6	-0.2%	-2.6%	4.6%	-0.3%
33	Cc1sc(NC(=O)c2ccco2)c(C(c2cccnc2)N2CCN(C)CC2)c1C (configuration not stated)	3.2%	0.9%	-3.5%	1.0%	8.4%	-26.4%	14.1	-3.1%	0.0%	-0.7%	0.4%
34	Cc1oc2ccc(OCc3ccccc3Cl)cc2c1C(=O)O	5.9%	-0.1%	-4.2%	-2.1%	2.2%	26.1%	2.3	-0.2%	-0.9%	-7.0%	7.2%
